Source: PubChem
UbGFP stabilizer – ubiquitin-GFP accumulation via proteasome inhibition; Ubiquitin-GFP reporter cells, proteasome inhibition, GFP fluorescence; response scale: untreated = 0%, 10 µM MG-132 = 100%; Potency, µM (highest dose often 45.9 µM), for the others: at the top dose activation (GFP accumulation), hits mostly activators; 67,000 tested, under 10 active; active means well fitted activation curve with a large enough effect, not every such curve was filed as active; inconclusive means small, poorly fitted or top-dose-only effect, or another doubt; inactive means no such curve, though single readings can be large or run the other way; further: potency means the concentration at half of the fitted maximal effect
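U2OS cells stably expressing ubiquitin(G76V)-GFP, seeded overnight in 0.5% FBS medium, were exposed to compounds (qHTS, 46 uM to 2.9 nM) for 4 hr at 37 °C. GFP-positive cells were counted by laser cytometry (488 ex/515 em), normalized between basal and 10 uM MG-132.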
Hsp90 Hop PPI – changes Hsp90-Hop TPR2A binding signal, up or down; AlphaScreen TPR2A-His6 binding biotin-Hsp90 C-terminal peptide; Potency, µM (doses to about 57 µM), without a hit: at the top dose activity change, negative = inhibition; actives 0.44% (n = 71,000); active means well fitted curve in either direction with a large enough effect; inconclusive means small, poorly fitted or top-dose-only effect, or another doubt; further: potency means the concentration at half of the fitted maximal effect; on the % scale 0 is the no-effect control and ±100 the full control effect; many of its hits are not listed in these tables
Texas Red fluor – compounds fluorescent in Texas Red spectral region; Compound fluorescence, Texas Red channel, 547/618 nm; stronger effect = higher value; actives 0.06% (n = 59,000); max dye-equivalent concentration, M; in the data active means max dye-equivalent concentration above about 10 nM; inconclusive means between about 1.1 nM and that limit
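qHTS profiling of intrinsic compound fluorescence; 100 mM Tris pH 8.0; 15 min RT; ex 547 / em 618 nm; response expressed as Texas Red dye-equivalent concentration from six-point plate standard.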
CRE Fsk mod – alters forskolin-stimulated CRE reporter signaling in CHO cells | actives 2.5% (n = 71,000) | Potency, µM (doses to about 38.2 µM), inactives show at the top dose activity change, negative = inhibition, actives largely listed as activators | CHO CRE-bla reporter (cAMP response element driving beta-lactamase), forskolin EC10, beta-lactamase ratio; active means well fitted activation curve with a large enough effect in the signal ratio, with a control signal flat, not every such curve was filed as active; inconclusive means small, poorly fitted or top-dose-only effect, or effect the other way, or a change in a side signal; the % refers to the signal ratio; further: potency means the concentration at half of the fitted maximal effect; % of control where 0% means no effect
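CRE-bla CHO cells stimulated with EC10 NKH 477 (water-soluble forskolin) and compound titrations, 3 h at 37C; beta-lactamase read with CCF4 after 2 h at room temperature. Activity from 460/530 nm emission ratio, AC50 values for positive or negative modulation.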
A350 autofl – compounds fluorescent in Alexa 350 spectral region | Compound autofluorescence, 340/450 nm, Alexa 350 dye-equivalents; stronger effect = higher value | max dye-equivalent concentration, M | actives 11% (n = 59,000) | AID 590; in the data active means max dye-equivalent concentration above about 10 nM; inconclusive means mostly about 1.1 nM to 9.6 nM
ERK AVP block – blocks ERK signaling stimulated by vasopressin; HEK293-V1b, vasopressin-stimulated pERK AlphaScreen; Potency, µM (top dose mostly 57.5 µM), for inactives: at the top dose activity, negative = inhibition, usual class: inhibitors; actives 0.99% (n = 72,000); further: potency means the concentration at half of the fitted maximal effect; on the % scale 0 is the no-effect control and ±100 the full control effect; nearly all actives have a fitted effect of over 55% in size
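Phosphorylated ERK1/2 detected via AlphaScreen bead proximity in lysates of V1b-expressing HEK293 cells given 25 nM vasopressin for 5 min after 30 min compound exposure (37 °C). AC50 from Hill equation; basal DMSO 0%, vasopressin 100%.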
Epigenetic mod – epigenetic GFP locus derepression in mouse cells | mouse C127i GFP locus derepression, cytometry, 30 h | Potency, µM (titrated, usually from 46.1 µM), inactives show at the highest dose GFP derepression (activation) | actives 0.09% (n = 68,000); further: % of control where 0% means no effect
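Murine C127i mammary cells carrying a silenced, stably integrated CMV-driven GFP reporter were treated with compound for 30 hours at 37 C. After PBS washes, GFP-positive cells were counted by laser-scanning microplate cytometry.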
4-MU autofl – 4-MU region autofluorescence | actives 11% (n = 59,000) | compound autofluorescence, 340/450 nm, 4-MU equivalents; stronger effect = higher value | max dye-equivalent concentration, M; in the data active means max dye-equivalent concentration above about 10 nM; inconclusive means mostly about 1.1 nM to 9.6 nM
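Compounds in 100 mM Tris, pH 8.0, sat 15 min at room temperature before fluorescence was read at 340 nm excitation/450 nm emission; a per-plate six-point 4-MU standard curve converted signals to dye-equivalent concentration at each compound concentration.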
HBB splicing – alters splicing of the hemoglobin beta chain. HBB splicing reporter cell assay, activation; EGFP reporter with mutant IVS2-654 intron; response scale: normalised to 500 nM splice-correcting PNA. Potency, µM (series often up to 46.1 µM), without a hit: top-dose activation, usual class: activators. actives 0.06% (n = 65,000); further: potency means the concentration at half of the fitted maximal effect; 0% is about no effect
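Compounds were applied for 2 days to HeLa EGFP-654 cells, 500/well in Optimem with 2% FCS. The reporter's EGFP is disrupted by mis-splicing of beta-globin intron IVS2-654. Readout: summed well GFP fluorescence from 488 nm laser scanning; reference was 500 nM antisense […] 654 PNA.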
Fluorescein autfl – fluorescein region autofluorescence | AID 593 | actives 0.91% (n = 59,000) | max fluorescein-equivalent concentration, M | Compound autofluorescence, 480/540 nm, fluorescein-equivalent; stronger effect = higher value; in the data active means max fluorescein-equivalent concentration above about 10 nM; inconclusive means between about 1.1 nM and that limit
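In this qHTS profile, compound fluorescence was measured with a 480 nm/540 nm filter pair following a 15-min room-temperature incubation in 100 mM Tris (pH 8.0). A six-point fluorescein series on each plate served for normalization.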
FLuc inh – firefly luciferase inhibition; P08659; actives 2.2% (n = 72,000); purified firefly luciferase, luminescence, 8 min; Potency, µM (top dose mostly 57.1 µM), without a hit: top-dose activity change, negative = inhibition, hits mostly inhibitors; further: potency means the concentration at half of the fitted maximal effect; on the % scale 0 is the no-effect control and ±100 the full control effect; nearly all actives have a fitted effect of over 40% in size
Target sequence (P08659 whole entry, looked up): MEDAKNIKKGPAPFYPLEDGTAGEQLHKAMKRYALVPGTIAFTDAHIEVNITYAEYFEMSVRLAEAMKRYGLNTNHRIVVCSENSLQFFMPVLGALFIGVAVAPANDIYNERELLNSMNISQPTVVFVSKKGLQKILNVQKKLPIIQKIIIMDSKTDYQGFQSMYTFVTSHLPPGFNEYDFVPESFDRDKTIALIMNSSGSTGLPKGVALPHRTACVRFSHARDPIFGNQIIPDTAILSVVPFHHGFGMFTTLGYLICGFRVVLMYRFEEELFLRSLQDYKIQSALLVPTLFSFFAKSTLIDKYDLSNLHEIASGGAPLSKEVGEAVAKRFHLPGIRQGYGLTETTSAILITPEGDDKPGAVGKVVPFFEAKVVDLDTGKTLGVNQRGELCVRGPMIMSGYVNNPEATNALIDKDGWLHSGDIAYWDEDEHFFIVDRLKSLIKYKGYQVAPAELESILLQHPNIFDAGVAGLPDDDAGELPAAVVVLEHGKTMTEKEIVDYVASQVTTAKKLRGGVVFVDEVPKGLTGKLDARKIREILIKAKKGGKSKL
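Firefly luciferase (PKLight detection mix) with 10 uM ATP in pH 7.2 imidazole buffer (KCl, MgCl2, Tween 20, BSA). Compounds tested across a concentration series (qHTS). Luminescence read after 8 min at ambient temperature.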
The depositor's hits bear a star; i = inactive; ? = inconclusive; / = no result given; [ ] = another dose, or the depositor's remark. Unless noted, the call rests on the fitted dose curve; in most records, active means well fitted curve in the direction sought with a large enough effect; inconclusive means small, poorly fitted or top-dose-only effect, or another doubt; inactive means no such curve, though single readings can be large; an effect the other way counts as inactive or inconclusive. Not all compounds are listed (hit frequency here may not be typical).

Under each structure – UbGFP stabilizer, Hsp90 Hop PPI, Texas Red fluor, CRE Fsk mod, A350 autofl, ERK AVP block, Epigenetic mod, 4-MU autofl, HBB splicing, Fluorescein autfl, FLuc inh
COC(=O)c1cc(OC)c(OC)c(OC)c1NC(=O)c1ccc(S(=O)(=O)N(C)C)cc1
→ -4%, -2%, i, -4%, i, -17%, -2%, i, -0.3%, ?, 2%
Fc1c(F)c(C(F)(F)F)c(F)c(F)c1N1CCN(c2ccc3nnc(C(F)(F)F)n3n2)CC1
→ -3%, 5%, /, -2%, /, 16%, 2%, /, -0.7%[9.22 µM], /, 1%
O=C(c1cc2n(n1)C(C(F)(F)F)CC(c1ccc(F)cc1)N2)N1CCCC1 (stereo unspecified)
→ 2%, -2%, i, -6%, i, 6%, 2%, i, -0.7%, i, 6%
CCOc1ccc(NC(=O)c2ccc3c(c2)N(Cc2ccc(F)cc2)C(=O)CS3=O)cc1 (stereo unspecified)
→ -3%, -5%, /, -9%, /, -10%, -3%, /, -0.3%, /, -8%
C=CCOc1ccc(C2C(C(=O)c3ccco3)=C(O)C(=O)N2CCCN(CC)CC)cc1 (stereo unspecified)
→ 7%, -1%, ?, 26%, i, 3%, 4%, i, 1.9%[1.84 µM], ?, -1%
CCCN(CCC)CCCNC(=O)CC(C(=O)N1CCc2ccccc21)n1ccnc1 (stereo unspecified)
→ -2%, -4%, i, 6%, i, -4%, 4%, i, -1.1%[57.5 µM], i, 3%
COc1cc(NC(=O)Nc2cccc(Cl)c2)c(OC)cc1NC(=O)CN1CCCCC1
→ 0%, -1%, i, -9%, i, 12%, -2%, i, /, ?, 3%
CCCn1c(C)cc(C(=O)CSc2nnc3n(CCC)c(=O)c4ccccc4n23)c1C
→ -7%, -2%, i, -2%, i, -1%, -2%, i, 0.0%, i, 1%
CC(=O)N1CCC2(CC1)CCN(c1cccc(-c3ccccc3)c1)CC2
→ -1%, -24%, i, ?, i, ?, 4%[9.22 µM], i, 1.1%, ?, 0%[11.4 µM]
c1ccc2c(Nc3ccncc3)nc(-c3ccoc3)nc2c1
→ -6%, -15%, i, ?, i, ?, 0%[9.22 µM], i, 1.2%, ?, 0%[2.29 µM]
COCCOC(=O)C1=C(C)N=C2SCCC(=O)N2C1c1ccc(OC(=O)c2ccco2)cc1 (stereo unspecified)
→ 2%, 0%, /, -6%, /, 3%, -2%, /, 0.3%[9.22 µM], /, 4%
Cc1cc(C)n2nc(C(=O)OCC(=O)c3cc(C)n(C)c3C)nc2n1
→ 3%, -5%, i, -2%, i, 10%, 0%, i, 0.4%[57.5 µM], ?, 1%
Cc1cc(NC(=O)CSCCc2ccncc2)no1
→ 6%, -5%, /, -8%, /, -2%, -3%, /, -0.6%, /, 4%
O=c1cc(CNC2CCCCC2)c2ccccc2[nH]1
→ -2%, 2%, ?, ?, ?, 0%, 0%, i, -3.4%, ?, 0%
O=C(c1cccc(F)c1)N1CCN(Cc2ccco2)CC1
→ -7%[9.17 µM], -6%[11 µM], /, -7%[7.6 µM], /, -3%, -2%, /, -0.2%[0.0738 µM], /, 1%
Cc1cnc(CNc2ncncc2-c2ccccc2C)cn1
→ -7%, 0%, i, 11%, i, -28%, 11%[9.22 µM], i, -0.5%, i, 1%[2.29 µM]
COc1ccccc1CNC(=O)Cn1cc2c(n1)CCCC2
→ -3%, 1%, /, -1%, /, -8%, -3%, /, 0.2%, /, -4%
CC1CCc2c(sc(NC(=O)c3ccc(Cn4cc(Br)cn4)o3)c2C(N)=O)C1 (stereo unspecified)
→ -5%, -2%, i, ?, 1.1e-07M*, -22%, 0%, 1e-07M*, 1.1%, ?, -9%
Cc1ccc(S(=O)(=O)NCC(c2cccnc2)N(C)C)cc1 (stereo unspecified)
→ -1%, -16%, i, 0%, i, -4%, 1%, i, 0.3%, i, -1%
O=C(C1CCN(S(=O)(=O)N2CCOCC2)CC1)N1CCN(Cc2ccc3c(c2)OCO3)CC1
→ -6%, -6%, i, ?, i, 10%, -3%, i, -2.8%, i, 2%

A draw from above in order of SMILES length, high to low:
Under each structure – UbGFP stabilizer, Hsp90 Hop PPI, Texas Red fluor, CRE Fsk mod, A350 autofl, ERK AVP block, Epigenetic mod, 4-MU autofl, HBB splicing, Fluorescein autfl, FLuc inh
O=C(C1CCN(S(=O)(=O)N2CCOCC2)CC1)N1CCN(Cc2ccc3c(c2)OCO3)CC1
→ -6%, -6%, i, ?, i, 10%, -3%, i, -2.8%, i, 2%
CCCn1c(C)cc(C(=O)CSc2nnc3n(CCC)c(=O)c4ccccc4n23)c1C
→ -7%, -2%, i, -2%, i, -1%, -2%, i, 0.0%, i, 1%
O=C(c1cc2n(n1)C(C(F)(F)F)CC(c1ccc(F)cc1)N2)N1CCCC1 (stereo unspecified)
→ 2%, -2%, i, -6%, i, 6%, 2%, i, -0.7%, i, 6%
Cc1cc(C)n2nc(C(=O)OCC(=O)c3cc(C)n(C)c3C)nc2n1
→ 3%, -5%, i, -2%, i, 10%, 0%, i, 0.4%[57.5 µM], ?, 1%
CC(=O)N1CCC2(CC1)CCN(c1cccc(-c3ccccc3)c1)CC2
→ -1%, -24%, i, ?, i, ?, 4%[9.22 µM], i, 1.1%, ?, 0%[11.4 µM]
Cc1ccc(S(=O)(=O)NCC(c2cccnc2)N(C)C)cc1 (stereo unspecified)
→ -1%, -16%, i, 0%, i, -4%, 1%, i, 0.3%, i, -1%
c1ccc2c(Nc3ccncc3)nc(-c3ccoc3)nc2c1
→ -6%, -15%, i, ?, i, ?, 0%[9.22 µM], i, 1.2%, ?, 0%[2.29 µM]

Other structures follow:
Under each structure – UbGFP stabilizer, Hsp90 Hop PPI, Texas Red fluor, CRE Fsk mod, A350 autofl, ERK AVP block, Epigenetic mod, 4-MU autofl, HBB splicing, Fluorescein autfl, FLuc inh
Cc1nnc(NC(=O)CCSc2ccccc2)s1
→ 0%, -1%, i, 4%, i, -17%, -1%, i, -0.1%, i, 0%
O=C(NC1CCCCCCC1)C1CCC(CNc2c(N3CCCC3)c(=O)c2=O)CC1 (stereo unspecified)
→ 3%, -5%, /, -3%, /, -7%, -3%, /, 1.1%, /, 0%
Cc1nc2ccccn2c1P(=Nc1ccccc1)(N(C)C)N(C)C
→ 0%, -1%, i, 2%, i, 8%, -2%, i, 1.7%[57.5 µM], i, 1%
CCN(CC)C(=O)COc1ccc(Br)cc1Cl
→ 1%, 0%, i, 0%, i, -3%, 0%, i, -1.0%, i, -3%
Nc1nonc1-n1nnc(C(=O)O)c1-c1cccs1
→ 6%, ?, i, 2%, i, 62%[activator], 2%, i, -0.1%, i, 3%
CN(C(=O)c1ccncc1)c1nnc(-c2cccnc2)s1
→ -2%, 0%, i, 6%, i, 18%, 0%, i, -1.5%, ?, -2%
COc1ccc(-c2cc(C(F)(F)F)n3nc(C(=O)Nc4cc(C)on4)cc3n2)cc1OC
→ -1%, -3%, i, 17%, 1.2e-08M*, -24%, 3%, ?, 9.3%, ?, 1%
Cc1ccc(N2C(N)=C(C#N)C(c3cccnc3)C3=C2CCCC3=O)cc1 (stereo unspecified)
→ -8%, 4%, i, -10%, ?, 10%, 0%, ?, 0.2%, i, 0%
Cc1cc(C)nc(NCC(O)CNc2ccccc2Cl)n1 (stereo unspecified)
→ 1%, -5%, i, 5%, i, -20%, 8%, i, /, i, -1%
COC(=O)C1C(=O)CC(C)(O)C(C(=O)OC)C1c1ccc2c(c1)OCO2 (stereo unspecified)
→ -5%, -2%, /, -2%, /, 16%, 4%, /, 0.7%[9.22 µM], /, 1%
O=C(CN1CCN(S(=O)(=O)c2cc(Cl)ccc2Cl)CC1)Nc1ccc2c(c1)OCCO2
→ -7%, -8%, i, -20%, i, 14%, 4%, i, -0.6%, i, -4%
CCCOc1ccc(C2c3c(oc4cc(C)c(C)cc4c3=O)C(=O)N2CCCN2CCOCC2)cc1 (stereo unspecified)
→ -1%, -10%, /, 7%, /, /, /, /, 0.1%, /, 0%
Cc1cc(C(F)(F)F)nc(SCC(=O)Nc2ccccc2)n1
→ -2%, 0%, i, 2%, i, -8%, 0%, i, 2.8%, i, 4%
Cc1cc(NC(=O)c2cc(C)on2)no1
→ 2%, -3%, i, -1%, i, -7%, 0%, i, 10%, i, 1%
O=C(O)c1ccc(CN(c2ccccn2)S(=O)(=O)c2ccccc2)cc1
→ 2%, -3%, /, -1%, /, 24%, 0%, /, 0.0%[9.22 µM], /, 5%
CCCCc1c(O)n2c(nc3ccccc32)[nH]c1=O
→ 0%, 0%, ?, -2%, i, -12%, 3%, i, -1.0%, i, -8%
CCCn1c(O)c(CN2CCCCC2)c(C)c(C#N)c1=O
→ -2%, -8%, ?, 0%, 1.5e-08M*, -13%, 2%, 1.6e-08M*, -0.3%[57.5 µM], 1.5e-08M*, -2%
